Screening data from PubChem BioAssay.
DUSP3 inh: blocks human VHR1 dual specificity phosphatase. P51452. recombinant VHR phosphatase, pNPP absorbance. inhibition, % at 13.3 µM. 0.52% of 290,000 active. AID 1654; in the data active means inhibition above about 50%; further: some compounds called inactive have numbers as strong as hits
Target sequence (P51452 whole entry, looked up): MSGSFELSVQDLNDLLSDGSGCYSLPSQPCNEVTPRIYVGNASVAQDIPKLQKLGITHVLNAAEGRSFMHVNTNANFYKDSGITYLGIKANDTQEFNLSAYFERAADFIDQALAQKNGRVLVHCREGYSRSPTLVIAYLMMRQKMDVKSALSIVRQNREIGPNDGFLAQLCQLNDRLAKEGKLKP
MazF activator: increases E. coli MazEF RNase cleavage of RNA; AID 504720; P0AE70; activation, % at 20 µM; 0.32% of 350,000 active; FAM/BHQ RNA-DNA oligo cleavage fluorescence, 5 h; in the data active means activation above about 50%
Target sequence (P0AE70 whole entry, looked up): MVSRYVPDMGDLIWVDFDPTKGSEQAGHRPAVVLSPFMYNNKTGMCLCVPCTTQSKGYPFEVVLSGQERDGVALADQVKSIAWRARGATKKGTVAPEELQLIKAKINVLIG
Yp Topo-I inh: Y. pestis Topo-I inhibition via cleavage products | Y. pestis Topo-I cleavage product accumulation, plate reader | activity, % at 10 µM | 0.064% of 360,000 active | AID 504884; in the data active means activity above about 50%, passing the limit was not always enough; further: inactives centre near 2
Rv3671c inh: inhibitors of M. tuberculosis serine protease Rv3671c; P9WHR9; inhibition, % at 5.96 µM; 0.048% of 320,000 active; AID 2606; in the data active means inhibition above about 38%;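 further: extracellular domain of Rv3671c used as enzyme; 0% = enzyme with DMSO and 100% = no enzyme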
Target sequence (P9WHR9 whole entry, looked up, the tested form may be a part): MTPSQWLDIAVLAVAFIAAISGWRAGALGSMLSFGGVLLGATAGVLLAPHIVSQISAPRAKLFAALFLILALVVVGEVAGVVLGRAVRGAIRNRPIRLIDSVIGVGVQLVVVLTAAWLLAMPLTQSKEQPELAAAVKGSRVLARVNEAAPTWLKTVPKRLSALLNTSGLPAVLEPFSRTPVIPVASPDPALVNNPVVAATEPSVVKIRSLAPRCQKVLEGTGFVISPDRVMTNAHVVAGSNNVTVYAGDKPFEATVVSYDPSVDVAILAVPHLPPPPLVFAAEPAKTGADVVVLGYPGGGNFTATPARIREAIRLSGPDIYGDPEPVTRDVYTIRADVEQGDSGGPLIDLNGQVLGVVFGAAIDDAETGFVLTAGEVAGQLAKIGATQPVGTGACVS
Anthrax LF inh2: inhibitors of Bacillus anthracis lethal factor protease | multiplex microsphere protease cleavage assay, LF | inhibition, % at 10 µM | 0.12% of 360,000 active | AID 588501; in the data active means inhibition above about 30%; further: plate controls were buffer without enzyme for full effect and enzyme alone for no effect
PriA SSB inh: blocks PriA binding to SSB C-terminal tail. AlphaScreen SSBct-PriA binding, biotinylated peptide. inhibition, % at 33 µM. 0.6% of 430,000 active. AID 1272365; in the data active means inhibition mostly above about 37%, no sharp cut-off; inactive means mostly below about 20%;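 further: plate controls were negative control peptide for no effect and reference peptide for full effect; strong numbers were not always called active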
TcdB GH inh: blocks C. difficile toxin B glycohydrolase activity | P18177 | TcdB glycohydrolase enzymatic assay, plate reader | inhibition, % at 9.99 µM | 0.24% of 350,000 active | AID 652162; in the data active means inhibition above about 10%
PfHsp40 yeast: restores yeast growth despite PfHsp40 toxicity; growth rescue, % at 12.5 µM; 0.68% of 340,000 active; S. cerevisiae expressing PfHsp40, growth rescue, ATP luminescence; AID 504582; in the data active means growth rescue above about 28%, passing the limit was not always enough;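 further: yeast W303a lacking pdr1 and pdr3 grown in galactose medium; growth measured after three days at 30 °C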
Vc quorum ag: inducers of Vibrio cholerae quorum light production without autoinducers; V. cholerae BH1578 lux reporter, luminescence, 6 h; activation, % at 18.7 µM; 0.16% of 350,000 active; in the data active means activation mostly above about 9.7%, no sharp cut-off; further: not every result past the cut was called active; inactives centre near 0; reference of the scale not given here
SARS 3CLpro inh: SARS-CoV 3CLpro protease inhibition. recombinant SARS-CoV 3CLpro, quenched FRET peptide cleavage. P0C6X7. inhibition, % at 6 µM. 0.14% of 290,000 active; in the data active means inhibition above about 12%
* = called active by the depositor; i = inactive; nt = no result given; & = joins results of further samples.

SMILES	DUSP3 inh	MazF activator	Yp Topo-I inh	Rv3671c inh	Anthrax LF inh2	PriA SSB inh	TcdB GH inh	PfHsp40 yeast	Vc quorum ag	SARS 3CLpro inh
O=C(c1ccco1)N1CCN(c2ncnc3scc(-c4ccccc4)c23)CC1	-17.1	4.6	-0.1	-1.9	-1.0	0.9&15.0	nt	0.6	i	-6.2
Cc1cc(C)c(S(=O)(=O)N2CCN(C(=O)c3cc(=O)[nH]c4ccccc34)CC2)c(C)c1	nt	5.7	29.2	4.3	3.0	4.9	1.8	-1.0	-2.1	nt
O=C(CSCc1ccc(F)cc1)NCc1ccco1	30.3	-8.0	-1.7	3.5	-6.8	4.3	nt	-1.4	-0.5	2.2
C/C(=N/NC(=O)c1ccc(C)s1)c1cccc(NC(=O)c2ccoc2C)c1	-9.5	2.0	-2.6	-10.4	8.5	nt	0.1	0.1	-0.4	3.8
CCC(C(=O)NCCC(C)C)N(Cc1ccccc1Cl)C(=O)c1snc(C(N)=O)c1N (stereo not given)	6.1	-13.1	3.1	-11.7	3.4	-9.8	-2.8	1.0	1.6	-0.5
CC1CCC(NC(=O)CCS(=O)(=O)c2ccc3c(c2)NC(=O)C(C)S3)CC1 (stereo not given)	11.4	8.1	-11.0	-6.4	-0.5	-4.7	0.1	-1.4	i	-6.9
CC(=O)N1c2ccc(S(=O)(=O)N(C)CC(=O)NCc3ccccc3)cc2CC1C (stereo not given)	7.1	-3.3	6.9	6.8	1.2	-16.1	1.7	0.0	-0.3	4.2
O=C(CSc1nc2ccccc2[nH]1)Nc1ccc2c(c1)OCCO2	-10.1	-4.2	3.0	-18.3	-2.8	-4.0	nt	-0.1	-0.2	0.5
O=c1ccsn1Cc1ccccc1	-2.1	-20.0	-7.4	0.4	2.3	-3.0	nt	-0.4	-0.5	-1.7
Cc1ccc(S(=O)(=O)CCc2nc3ccccc3[nH]2)cc1C	12.3	6.7	-0.5	6.4	-2.7	2.0	0.0	-1.2	-0.4	-3.2
CN1OC[C@@H]2COc3ccc4ccccc4c3[C@@H]21	9.4	7.5	-1.1	3.1	-1.5	-6.5	1.3	-0.1	i	-3.6
Cc1csc(SCC(=O)Nc2cc(S(=O)(=O)N(C)C)ccc2C)n1	nt	3.5	-13.4	8.5	1.7	6.3	-0.3	0.0	-14.3	nt
C[C@]12CCC3c4ccc(O)cc4CCC3C1CC/C2=N\N (stereo not given in full)	nt	-1.6	-6.8	3.9	-7.1	nt	-0.3	-1.0	-0.5	nt
COc1ccccc1/C=C/C(=O)OCC(=O)NC(=O)NC1CCCC1	nt	3.6	34.5	1.1	-4.2	-11.5	1.3	0.6	0.8	nt
Cc1ccc(S(=O)(=O)NCC(c2ccco2)N2CCOCC2)cc1 (stereo not given)	-5.3	3.2	0.7	6.0	-2.2	14.1	nt	-0.4	-0.7	0.3
Cc1ccc(CCNC(=O)c2cc(-c3ccncc3)nc3ccc(S(=O)(=O)N4CCOCC4)cc23)cc1	29.4	8.2	1.4	-12.2	-1.3	-3.0	0.4	-1.7	-0.3	-6.3
Cc1ccc(/C=N/NC(=O)Cn2cncn2)cc1	16.3	-3.3	-6.8	-3.0	-3.9	nt	1.6	-1.1	-0.4	0.1
COc1ccc(CN2C(=O)CN(C3CCCCCC3)C(=O)C2c2ccc(F)cc2)cc1 (stereo not given)	20.8	11.6	7.4	-1.6	-0.4	-14.6	nt	0.0	-1.0	-0.9
COc1cccc(N/C(N)=N/c2nc(C(F)(F)F)cc(=O)[nH]2)c1	-4.3	-0.9	0.3	-1.2	-5.9	nt	nt	0.5	-0.3	3.8
O=C(NC(C(Cl)Cl)N1CCOCC1)c1ccccc1 (stereo not given)	-33.2	0.1	2.5	2.7	-0.9	-11.1	1.8	-0.6	i	-1.3
CCN(Cc1ccccc1)C(=O)COC(=O)Cn1cnc2ccccc21	-15.2	-4.5	1.5	8.3	-2.3	-1.1	0.6	0.9	2.2	-3.1
N#CCC(=O)N/N=C/c1ccc(OC2CSC2)cc1	13.9	6.0	3.7	-6.3	0.1	nt	-0.6	-0.4	-1.5	3.9
O=C(CCS(=O)(=O)c1ccccc1)NNC(=O)COc1ccc(F)cc1	nt	6.6	0.0	-3.2	4.8	-10.5	0.0	0.0	i	nt
CC(C)(C)CCN1CCC(CN2CCNC(=O)C2=O)CC1	nt	8.8	-0.4	nt	-1.4	-22.9	0.4	-0.4	0.0	nt
COc1ccccc1NC(=O)/C(N=Nc1ccc(C)c(S(=O)(=O)Nc2ccccc2Cl)c1)=C(\C)O	nt	-3.2	1.9	-36.9	-1.0	nt	2.7	0.7	i	nt
CCC1CCCCN1S(=O)(=O)c1ccc(-n2cnnn2)c(C)c1 (stereo not given)	25.9	9.1	4.6	-4.5	5.4	-6.8	2.3	0.1	i	-6.6
Cc1cc([N+](=O)[O-])c(NC2CCCCC2)c([N+](=O)[O-])c1	nt	0.6	8.4	-2.8	-0.6	80.5*	nt	1.4	-5.0	-5.4
Cc1ccc(N2CCN(C(=O)C3CCN(S(=O)(=O)c4cccc5nsnc45)CC3)CC2C)cc1 (stereo not given)	nt	4.4	21.7	nt	-16.8	5.1	3.2	0.2	i	nt
CCOC(=O)c1ccc(NC(=O)CSc2nnc(C3CC3)n2C)cc1	-13.6	2.3	-7.2	4.7	6.1	-4.0	nt	0.1	nt	2.5
COC(=O)C1=C(C)N(Cc2ccccc2)C(=O)N[C@H]1c1ccccc1	7.6	2.8	16.6	-10.0	-3.7	3.6	1.5	-2.1	-0.8	-5.7
CCn1c(CSc2nc3ccccc3s2)nnc1SCC(=O)c1ccc(O)cc1O	27.1	0.0	-4.3	-2.3	-4.1	-9.6	0.4	0.3	i	2.6
COc1ccc(CC(=O)OCc2cc(=O)n3cc(Br)ccc3n2)cc1OC	9.0	5.9	-0.9	2.1	-0.6	-13.4	4.3	0.1	i	0.5
O=C(NCc1ccc(Cl)cc1)c1n[nH]c([N+](=O)[O-])c1Cl	19.7	-4.0	1.8	-1.4	1.5	-2.2	-1.6	-1.6	2.2	0.6
Cn1nnnc1SCC(=O)c1ccc(Br)s1	24.2	9.0	2.4	1.9	-4.2	-13.0	nt	-0.6	-0.2	1.4
CCc1c(C)nc(N)nc1N1N=C1SCC#N	3.7	9.5	3.7	-12.0	-1.9	-6.7	nt	-0.4	-0.2	2.2
CCc1nnc(NC(=O)CSc2nc3cccnc3n2C2CCCCC2)s1	18.0	-0.4	36.1	8.1	1.4	-5.3	nt	-0.9	i	3.6
CCN(CC)c1ccc2c(c1)oc(=O)c1c(Cl)cc(=O)oc12	1.8	-730.6	2.8	14.8	-2.0	-9.4	nt	3.2	-1.4	-2.5
CCOc1cc(CNc2ccc(N3CCCCC3)cc2)cc(Br)c1OCC(=O)NC(C)(C)C	10.4	-4.7	-3.7	-13.2	-6.4	54.6	nt	-1.0	-0.2	-0.2
Cc1cccc2nc(-c3ccco3)oc(=O)c12	9.5	2.6	6.2	0.9	0.9	5.8	0.4	-0.8	-0.9	-1.0
COC(=O)c1ccc([C@@H]2C[C@H]3CN(Cc4cccnc4)C(=O)[C@]34CCCN24)cc1	29.6	1.8	-8.2	-5.9	0.8	-2.0	0.3	11.7	i	0.2
CNc1ccc(/C=C(\C#N)c2ccccn2)cc1[N+](=O)[O-]	33.0	-1.6	6.0	-1.0	-4.1	-13.4	0.9	-0.6	3.0	5.0
CC1CCN(c2ccc3nnc(CCC(=O)Nc4ccc(F)cc4)n3n2)CC1	-27.1	7.5	9.5	4.5	-1.8	-6.0	1.8	0.2	i	-3.9
c1cc(-c2ccc(N3CCOCC3)cc2)n2ccnc2c1	nt	nt	1.8	nt	-2.8	nt	0.6	nt	-0.2	nt
CC(C)Cn1c(N)c(/C=N/NC(=O)c2ccc(Cl)cc2)c(=O)n(C)c1=O	-19.2	-26.5	11.9	21.0	-3.3	nt	0.7	-0.3	-0.3	-2.5
CCc1ccc(/C=C(\Cl)c2nc3cc(Cl)ccc3c(=O)[nH]2)cc1	-6.9	-6.4	5.5	-6.4	-1.7	-13.3	nt	-0.2	-0.2	2.1
CCCCN(C(=O)c1cc(S(=O)(=O)N2CCCCC2)ccc1Cl)c1c(N)n(CCC)c(=O)[nH]c1=O	nt	-5.1	-3.5	nt	-6.1	-8.3	0.8	-1.0	-0.8	nt
C=CCOc1ccccc1C1C2=C(CC(C)(C)CC2=O)Nc2c1c(=O)n(C)c(=O)n2C (stereo not given)	17.2	-12.2	-3.2	-9.8	1.5	3.6	nt	0.2	i	-2.8
Cc1ccc(NC(=O)c2sc3ncn(CC(=O)N4CCN(c5ccccn5)CC4)c(=O)c3c2C)cc1	nt	1.0	6.0	nt	-0.8	nt	-5.4	nt	-0.3	nt
COc1ccc(-c2cc(C(F)(F)F)n3nc(C(=O)N4CCOCC4)nc3n2)cc1	-12.4	2.9	-8.2	nt	-0.6	6.8	nt	0.6	0.1	4.7
C/C=C/C(=O)Nc1nnc(-c2ccccc2C)s1	22.2	-2.3	-0.7	-16.4	-0.5	2.4	1.3	-1.4	-0.1	0.4
CC1CCN(S(=O)(=O)N2CCC(C(=O)NCc3cccs3)CC2)CC1	33.8	5.5	2.5	4.1	5.9	-0.8	0.7	0.9	i	-1.1
CCC(CO)NCc1ccc2c(c1)n(C)c(=O)n2C (stereo not given)	-7.7	2.1	5.5	3.7	-0.7	-14.6	nt	-2.0	-5.9	-2.1
Cn1c(=O)c2c(nc(SCCN3CCCCC3)n2C)n(C)c1=O	11.8	11.3	-7.5	-0.5	0.6	-2.5	2.1	0.2	i	-0.8
C[N+]1(C)CC2([N+](=O)[O-])CC=C(Oc3ccccc3)C([N+](=O)[O-])(C2)C1 (stereo not given)	4.1	0.1	-2.0	-15.8	1.0	-1.4	nt	-0.3	i	-4.4
CCS(=O)(=O)c1nc(S(=O)(=O)c2ccc(C)cc2)c(N2CCN(CCO)CC2)s1	2.3	8.8	9.5	2.0	5.2	2.4	1.1	-0.4	-0.3	-1.4
COc1c(C)cc(C(=O)C2CCCN(C(=O)C3=C(C)OCCO3)C2)cc1C (stereo not given)	-0.6	-5.2	-10.3	1.6	-4.9	-3.6	0.9	-0.5	-0.8	-4.1

Part of the list above with just MazF activator, Yp Topo-I inh and TcdB GH inh:
| structure | MazF activator | Yp Topo-I inh | TcdB GH inh |
| --- | --- | --- | --- |
| C=CCOc1ccccc1C1C2=C(CC(C)(C)CC2=O)Nc2c1c(=O)n(C)c(=O)n2C (stereo not given) | -12.2 | -3.2 | nt |
| Cc1ccc(NC(=O)c2sc3ncn(CC(=O)N4CCN(c5ccccn5)CC4)c(=O)c3c2C)cc1 | 1.0 | 6.0 | -5.4 |

5 entries out of the list, ordered by SMILES length, low to high:
SMILES	DUSP3 inh	MazF activator	Yp Topo-I inh	Rv3671c inh	Anthrax LF inh2	PriA SSB inh	TcdB GH inh	PfHsp40 yeast	Vc quorum ag	SARS 3CLpro inh
CCC(CO)NCc1ccc2c(c1)n(C)c(=O)n2C (stereo not given)	-7.7	2.1	5.5	3.7	-0.7	-14.6	nt	-2.0	-5.9	-2.1
CC1CCN(S(=O)(=O)N2CCC(C(=O)NCc3cccs3)CC2)CC1	33.8	5.5	2.5	4.1	5.9	-0.8	0.7	0.9	i	-1.1
C=CCOc1ccccc1C1C2=C(CC(C)(C)CC2=O)Nc2c1c(=O)n(C)c(=O)n2C (stereo not given)	17.2	-12.2	-3.2	-9.8	1.5	3.6	nt	0.2	i	-2.8
Cc1ccc(NC(=O)c2sc3ncn(CC(=O)N4CCN(c5ccccn5)CC4)c(=O)c3c2C)cc1	nt	1.0	6.0	nt	-0.8	nt	-5.4	nt	-0.3	nt
C[N+]1(C)CC2([N+](=O)[O-])CC=C(Oc3ccccc3)C([N+](=O)[O-])(C2)C1 (stereo not given)	4.1	0.1	-2.0	-15.8	1.0	-1.4	nt	-0.3	i	-4.4

These rows are one share of the data; count on the stated rates, not on these rows.
